FN deposit inh – inhibitors of fibronectin matrix deposition, primary screen, AH1F cells, Alexa488-fibronectin fluorescence, plate reader; AH1F fibroblasts, overnight; inhibition, % at 12.6 µM; 0.086% of 350,000 active;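 active means mean inhibition across replicates of 30% or more, regardless of how many single replicates reach that level; inconclusive means mean under 30% yet at least half of replicates reach 30%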;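 further: positive control wells lacked labelled fibronectin entirely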
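Assay system: AH1F fibroblasts / Quantity: 10000 cells per well / Medium: DMEM plus 2% serum, read in PBS / Reagent: labelled fibronectin 24 nM / Dosing: single dose, pinned / Times: 1 h cell attachment, overnight exposure to compound and label / Signal: fluorescence, ex 485 nm, em 525 nm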
miR122 inh – miR-122 Renilla sensor signal increase in Huh7, primary screen, miR-122 inhibitor project, cell-based, single point, plate reader. 0.3% of 340,000 active. activation (reporter increase), % at 12.5 µM. AID 602342, 2012. Huh7 miR-122 Renilla luciferase sensor, 48 h; neutral wells = 0, positive control = 100;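 active means mean replicate activation score at least 90 and every replicate individually at or above 90; inconclusive means only one of the two criteria met; inactive means neither criterion met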;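 further: higher luciferase means less miR-122 activity so hits act as miR-122 inhibitors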
CFTR F508del cor – F508del CFTR correction, initial screen, CFBE line, single point; CFBE cells, YFP halide quenching; stimulated with forskolin plus potentiator P3; % fluorescence drop versus neutral controls; activity (quench increase), % at 7.58 µM; 0.36% of 350,000 active; AID 720511, 2013;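 active means mean added fluorescence quench of at least 8% versus neutral control, with both replicates also reaching 8%; inconclusive means only one of the mean or replicate conditions met; inactive means mean below 8% and not both replicates reaching 8%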;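 further: cells transiently co-express mutant CFTR-F508del with the halide-sensitive YFP; corrector assay measuring rescue of mutant channel to the surface after 24 h compound exposure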
GSIS activator – GLuc luminescence reporter in INS-1E cells, primary screen for activators of glucose-dependent secretion of insulin. INS-1E GLuc reporter insulin secretion, 2-3 h. activation, % at 16.6 µM. 0.61% of 370,000 active;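 active means lowest replicate activation of at least 40%, so every replicate reaches that level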;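 further: 0% = median of neutral control wells and 100% = median of IBMX positive control wells; some compounds called inactive have numbers as strong as hits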
EWS-Fli inh – EWS/Fli-driven NR0B1 reporter inhibitors, primary screen, A673 cells, NR0B1 luciferase, luminescence, MLPCN library; AID 651661, 2012; 0.67% of 350,000 active; viability-normalised; inhibition, % at 12.6 µM;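 active means mean inhibition of at least 50% after viability correction, with every replicate also passing that limit; inconclusive means mean reaches 50% but only one of two replicates passes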;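 further: firefly luciferase signal divided by Alamar Blue viability fluorescence both relative to DMSO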
PAX8 reporter – inhibitors of PAX8-driven TPO luciferase reporter, primary screen, RMG-I cells, single concentration; SteadyGlo, 24 h; inhibition, % at 12.6 µM; 1.2% of 360,000 active;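 active means mean replicate inhibition at least 60% with every replicate also reaching 60%; inconclusive means only one of the two criteria is met; inactive means mean below 60% and not all replicates reaching 60%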;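 further: luciferase light reporting Pax8 driven TPO promoter activity; plate controls were median of neutral control wells for no effect and mitoxantrone controls for full effect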
DENV2 CPE rescue – inhibitors of DENV2 cytopathic effect, primary screen, cell-based, plate reader, single concentration | DENV2-infected cells, cytopathic effect rescue | CPE inhibition, % at 9.99 µM | 1.7% of 350,000 active; in the data active means CPE inhibition above about 20%, passing the limit was not always enough; inconclusive means no clear call, values can overlap the other calls; tested in BHK-21 cells;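 further: 0% = median of neutral control wells and 100% = median of positive control wells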
* hit, by the source's call; ? = inconclusive; · = no result given; & = joins results of further samples; [ ] = dose if it differs, or a comment.

no. | mol | FN deposit inh | miR122 inh | CFTR F508del cor | GSIS activator | EWS-Fli inh | PAX8 reporter | DENV2 CPE rescue
1 | O=C(c1cccc(S(=O)(=O)N2CCN(c3ccc(F)cc3)CC2)c1)N1CCCCCCC1 | 0 | -2 | 0.8 | -39 | 5 | -11 | ?
2 | O=C1CS(=O)(=O)C(c2ccccc2)N1c1ccc(-c2ccccc2)cc1 (stereo not drawn) | · | · | -0.7 | · | -45 | 2 | -4
3 | CC(=O)N(C[C@@H]1N[C@@H](CO)[C@@H]1c1ccc(-c2cccnc2)cc1)C1CCCC1 | -7 | 1&-6[16.7 µM] | -3.4&0.7 | 2 | -2&-9 | 9&-3 | 4
4 | CCc1ccccc1NC(=O)CN(C)C(=O)c1cccc(S(=O)(=O)N2CCCCCC2)c1 | 8 | 28 | 2.5 | · | -4 | 12 | ?
5 | CC(C)C(=O)Nc1ccc2c(c1)C(=O)N(C)[C@@H]1CC[C@H](CC(=O)N[C@H](C)c3ccccc3)O[C@@H]1CO2 | 8 | -43[16.7 µM] | -1.7 | -8 | 2 | 26 | -3
6 | O=C(COc1cccnc1[N+](=O)[O-])NCc1ccccc1 | 6 | 0 | 1.9 | 14 | 11 | -13 | ?
7 | N=C(SC1CC(=O)N(c2ccc(F)cc2)C1=O)N1N=C(c2ccccc2)CC1c1ccccc1 (stereo not drawn) | -7 | · | -0.8 | -2 | 1 | 7 | 3
8 | C[C@@H]1CN([C@H](C)CO)C(=O)c2cccc(NS(C)(=O)=O)c2O[C@H]1CN(C)CC1CC1 | -5 | -4[16.7 µM] | -0.3 | 17 | -4 | 1 | 3
9 | CCc1cnc(N2[C@H](C#N)[C@@H](c3ccc(-c4cccc(F)c4)cc3)[C@H]2CO)s1 | -6 | · | -1.3 | -20 | -1 | -29 | 8
10 | COc1ccc(-c2cc3nc(-c4ccccc4)cc(N4CCCC(O)C4)n3n2)cc1 (stereo not drawn) | -24 | · | 3.5 | -8 | 11 | 10 | 2
11 | CCN(CC)S(=O)(=O)c1ccc(OC)c(N)c1 | -22 | -1 | -2.1 | 15 | -6 | 16 | 10
12 | O=C1C=C(c2ccc(Cl)c(C(F)(F)F)c2)C[C@@H](c2ccc3c(c2)OCO3)C1 | 0 | -1 | -2.4 | -7 | -2 | 0 | 4
13 | C[C@H]1CN([C@@H](C)CO)C(=O)c2cccc(NC(=O)C3CCCCC3)c2O[C@@H]1CN(C)S(=O)(=O)c1cn(C)cn1 | · | 7[16.7 µM] | -0.9 | -7 | -2 | 3 | ·
14 | CCCN(C)C[C@@H]1Oc2cc(C#Cc3ccccc3OC)ccc2S(=O)(=O)N([C@H](C)CO)C[C@@H]1C | 4 | 7[16.7 µM] | -4.0 | 17 | 13 | · | 7
15 | N#CCCN(C(=O)COC(=O)CNS(=O)(=O)c1ccc2ccccc2c1)c1ccccc1 | -3 | -2 | 1.3 | · | 18 | -2 | ·
16 | CC(C)(C)c1ccc(-c2nnc(SC3CCOC3=O)n2Cc2ccccc2)cc1 (stereo not drawn) | -6 | 0 | -2.1 | -26 | 3 | 31 | -8
17 | CCN(CC)C(=O)COc1ccc(/C(C)=N/NC(=O)c2ccccc2O)cc1 | 1 | · | -2.9 | 4 | -3 | -10 | 4
18 | COc1ccc(S(=O)(=O)N2CCOCC2)cc1NC(=O)Cc1coc2cc(C)ccc12 | -4 | 9 | 4.4 | -12 | 4 | 15 | 6
19 | C[C@@H]1CN([C@@H](C)CO)C(=O)c2cccc(NC(=O)C3CCOCC3)c2O[C@H]1CN(C)S(C)(=O)=O | · | -2[16.7 µM] | -1.3 | 5 | -1 | -16 | -7
20 | CCN(CC)S(=O)(=O)c1ccc2nnn(OCC(=O)Nc3cccc(C#N)c3)c2c1 | 2 | -4 | · | · | · | -4 | ·
21 | CC(C)OCCCn1c(=O)c2ccccc2n2c(CCC(=O)NC3CCN(Cc4ccccc4)CC3)nnc12 | 10 | -7 | 1.8 | 0 | 3 | 2 | -5
22 | O=S(=O)(O)c1cc(O)c(N=Nc2ccc(O)cc2O)c2ccccc12 | 0 | -5 | -2.5 | -34 | -20 | 36 | 1
23 | Cc1cc(C)n(CCNC(=O)c2cc(COc3c(F)cccc3F)on2)n1 | · | -5 | 0.0 | -6 | -7 | 10 | 3
24 | O=C(COC(=O)/C=C/c1ccc(Cl)cc1)Nc1ccccc1 | -2 | 2 | 0.1 | 0 | -4 | -5 | -2
25 | O=C(Cc1ccccc1[N+](=O)[O-])NNC(=O)Nc1ccc2c(c1)OCO2 | 3 | · | -0.4 | 1 | · | 4 | -7
26 | Cc1ccc2nc3sc(C(=O)N4CCOCC4)c(N)c3cc2c1 | -2 | -19 | · | · | · | 82* | ·
27 | O=C(NC1CCC1)[C@H]1[C@H](CO)[C@H]2Cn3c(ccc(-c4ccccc4)c3=O)[C@@H]1N2CC1CC1 | · | 7[16.7 µM] | 0.8 | -2 | 2 | · | 0
28 | CO[C@H]1CN(C)C(=O)c2cc(NC(=O)C3CC3)ccc2OC[C@H](C)N(Cc2cncnc2)C[C@H]1C | -13 | · | 1.6 | 4 | -4 | -10 | -2
29 | CCn1c2ccccc2n2c(=O)c(=O)n(CC(=O)Nc3ccc(C(C)C)cc3)nc12 | 11 | -3 | · | 2 | · | 7 | ·
30 | Cc1cccc(C2=NN(c3ccc(Br)cc3)[C@@H](C(=O)N3CCOC3=O)[C@@H]2c2ccc([N+](=O)[O-])cc2)c1 | · | 2 | -0.3 | 18 | -8 | 15 | -2
31 | CCOC(=O)c1c(C)[nH]c(C)c1S(=O)(=O)N1CCN(c2ccc(F)cc2)CC1 | 6 | 7 | -0.4 | -10 | 10 | -19 | -3
32 | CO[C@@H]1CN(C)C(=O)c2ccc(NC(=O)Cc3ccccc3)cc2OC[C@H](C)NC[C@@H]1C | -4 | 26[16.7 µM] | 0.5 | 3 | 0 | -7 | -2
33 | CC(C)CN1CCN=C1N(C)C | 7 | · | 1.0 | 8 | 4 | 3 | -12
34 | C[C@H]1CN([C@@H](C)CO)C(=O)c2cc(-c3ccncc3)cnc2O[C@H]1CN(C)C(=O)NC1CCCC1 | -2 | · | -0.6 | 23 | 0 | · | -3
35 | C[C@H](CO)N1C[C@H](C)[C@H](CN(C)C(=O)Nc2ccccc2)Oc2ncc(-c3ccc(C#N)cc3)cc2C1=O | · | 2[16.7 µM] | -1.5 | -13 | -3 | · | -1
36 | CC1(C(=O)O)CCCN1C(=O)c1cccc(F)c1 (stereo not drawn) | 2 | 1 | -0.3 | 25 | -18 | · | 6
37 | CN(C)C(=O)C[C@H]1CC[C@H]2[C@@H](COc3ccc(NC(=O)C4CCCC4)cc3C(=O)N2C)O1 | -1 | · | -0.8 | 3 | 0 | · | -9
38 | Cc1cccc2sc(NNC(=O)C3COc4ccccc4O3)nc12 (stereo not drawn) | 4 | 1 | -3.7 | -6 | 7 | 22 | 4
39 | O=c1c2ccccc2cnn1CCOc1cccc(Br)c1 | 10 | 2 | -0.8 | 8 | -117 | -172 | 6
40 | CCOC(=O)N1CCN(Cc2nc3cc(NC(=O)CC)ccc3n2CC)CC1 | 1 | -3 | 4.0 | 10 | -2 | 13 | 39*
41 | O=C1CCCN1CC1CCCN(Cc2nc(COc3ccccc3)no2)C1 (stereo not drawn) | · | 3 | 2.7 | -3 | -63 | 11 | 9
42 | COc1ccccc1-c1ccc2c(c1)O[C@@H](CN(C)C(C)=O)[C@H](C)CN([C@H](C)CO)S2(=O)=O | 0 | -9[16.7 µM] | -2.1 | 1 | -8 | · | -3
43 | C[C@@H]1CCCCO[C@@H](CN(C)C(=O)c2ccccc2)[C@@H](C)CN([C@@H](C)CO)C(=O)c2cc(NS(=O)(=O)c3ccc(F)cc3)ccc2O1 | · | -10[16.7 µM] | -0.1 | -4 | -6 | -10 | 121*
44 | COc1ccc(Cc2nnc(SCC(=O)c3ccc4c(c3)NC(=O)CO4)o2)cc1 | 11 | · | -0.5 | 16 | -1 | 0 | -7
45 | CCOC(=O)c1c(NC(=O)C[n+]2ccc(Cc3ccccc3)cc2)sc(C)c1C | -18 | -4 | 2.8 | -12 | 21 | 14 | -6
46 | Cc1cc(C)cc(C(=O)OCC(=O)Nc2ncccn2)c1 | 1 | 5 | 1.1 | 2 | 3 | -14 | 9
47 | CO[C@H]1CN(C)C(=O)c2cc(NC(=O)Nc3cccc(Cl)c3)ccc2OC[C@@H](C)NC[C@H]1C | 9&-1 | · | -0.2 | 13&-9 | -1 | 15 | ?
48 | O=C(Nc1ccc(N2CCOCC2)cc1)C1CCCCC1 | -7 | -9 | · | 9 | · | -77 | ·
49 | CCOc1ccccc1NC(=O)CN1C(=O)COc2ccc(C)cc21 | -3 | -1 | 2.3 | 13 | 1 | 16 | -6
50 | O=c1c2cn(Cc3ccc(F)cc3)c3ccc(F)cc3c-2nn1Cc1ccc(F)cc1 | 0 | · | 2.4 | -4 | 7 | 18 | -5
51 | O=C(N/N=C/c1ccccc1OC(F)F)c1cc(-c2ccncc2)nc2ccccc12 | 1 | · | 9.5* | 10 | 19 | 42 | 2
52 | CS(=O)(=O)c1ccc(Sc2nc3ccccc3[nH]2)c([N+](=O)[O-])c1 | 2 | -18 | · | · | · | 8 | ·

Entries shown so far with an aryl methoxy group:
no. | mol | FN deposit inh | miR122 inh | CFTR F508del cor | GSIS activator | EWS-Fli inh | PAX8 reporter | DENV2 CPE rescue
10 | COc1ccc(-c2cc3nc(-c4ccccc4)cc(N4CCCC(O)C4)n3n2)cc1 (stereo not drawn) | -24 | · | 3.5 | -8 | 11 | 10 | 2
11 | CCN(CC)S(=O)(=O)c1ccc(OC)c(N)c1 | -22 | -1 | -2.1 | 15 | -6 | 16 | 10
14 | CCCN(C)C[C@@H]1Oc2cc(C#Cc3ccccc3OC)ccc2S(=O)(=O)N([C@H](C)CO)C[C@@H]1C | 4 | 7[16.7 µM] | -4.0 | 17 | 13 | · | 7
18 | COc1ccc(S(=O)(=O)N2CCOCC2)cc1NC(=O)Cc1coc2cc(C)ccc12 | -4 | 9 | 4.4 | -12 | 4 | 15 | 6
42 | COc1ccccc1-c1ccc2c(c1)O[C@@H](CN(C)C(C)=O)[C@H](C)CN([C@H](C)CO)S2(=O)=O | 0 | -9[16.7 µM] | -2.1 | 1 | -8 | · | -3
44 | COc1ccc(Cc2nnc(SCC(=O)c3ccc4c(c3)NC(=O)CO4)o2)cc1 | 11 | · | -0.5 | 16 | -1 | 0 | -7

Compounds as they come (roughly 3.9% active in at least one column).
